Assay outcomes (PubChem)
NOD1 inhibition: NOD1 signaling inhibitors, primary screen, cell-based, luminescence, uHTS (AID 1578). NOD1-driven NF-kB luciferase reporter cells, luminescence; higher % means a stronger effect. one-dose inhibition, % at 4 µM; EC50 in µM for titrated hits. hit rate 1% among 290,000; in the data active = inhibition mostly above about 36%, no sharp cut-off; inactive = mostly below about 34%;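 also: HEK-293T reporter cells stimulated with the NOD1 agonist gamma-tri-DAP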
NOD2 inhibition: inhibition of NOD2-driven NF-kB reporter – cell-based, luminescence, uHTS, HEK293 (AID 1566); HEK293 NOD2/NF-kB luciferase reporter, luminescence; higher % means a stronger effect; inhibition, % at 4 µM; hits with a dose series show EC50 in µM; hit rate 0.63% among 290,000; also: many of its hits are not listed in these tables
LYP phosphatase: PTPN22 lymphoid phosphatase activity blockers – biochemical, fluorescence intensity, uHTS (AID 1779) | hit rate 0.054% among 290,000 | inhibition, % at 11.5 µM; hits with a dose series show IC50 in µM | recombinant LYP phosphatase, fluorescence intensity; higher % means a stronger effect;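 also: plate controls were vehicle with enzyme for no effect and no enzyme for full effect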
KOR beta-arrestin-1: KOR agonists, beta-arrestin recruitment, primary screen, cell-based, luminescence, uHTS (AID 1777) | KOR beta-arrestin recruitment, luminescence; higher % means a stronger effect | activation, % at 10 µM, or EC50 in µM where a hit was titrated | hit rate 0.02% among 280,000; in the data active = activation above about 50%, passing the limit was not always enough; also: a part of the inactive calls stands beside numbers as strong as those of hits
Salmonella PhoP GFP: PhoP-dependent GFP reporter repression – Salmonella Typhimurium, primary screen (AID 1863); S. Typhimurium PhoP-regulated promoter GFP reporter, 4 h; higher % means a stronger effect; one-dose inhibition, % at 50 µM; IC50 in µM for titrated hits; hit rate 0.16% among 300,000;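 active = inhibition over 29.93%, a cutoff 3 SD above the screen mean, later confirmed by dose response; inconclusive = inhibition over 29.93% but no dose response follow-up; inactive = inhibition at most 29.93% or unconfirmed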;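 also: 0% = low Mg2+ inducing control and 100% = high Mg2+ repressing control; strong numbers were not always called active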
Myeloid diff MLP: compounds promoting myeloid differentiation | ER-HoxA9 myeloid progenitors, lysozyme-GFP differentiation, flow cytometry | hit rate 1% among 360,000 | AID 624256 | calls only at 10 µM;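 active = normalized GFP-positive differentiation at or above the plate's own cutoff, the solvent-only control mean plus 3 SD; inconclusive = no clear call, values can overlap the other calls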;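 also: cells exposed to compound for four days before flow analysis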
KOR beta-arrestin-2: KOR antagonists, beta-arrestin recruitment, cell-based, luminescence, uHTS (AID 1778). KOR beta-arrestin recruitment, luminescence, antagonist mode; higher % means a stronger effect. inhibition, % at 10 µM; hits with a dose series show IC50 in µM. hit rate 0.091% among 290,000; also: strong numbers were not always called active
HIV fusion peptide: cell-free HIV fusion peptide-binding blockers – biochemical, uHTS, fluorescence dequenching, primary screen (AID 1986). cell-free peptide binding, fluorescence dequenching, 30 min; higher % means a stronger effect. inhibition, % at 20 µM, or IC50 in µM where a hit was titrated. hit rate 0.3% among 290,000; in the data active = inhibition mostly above about 52%, no sharp cut-off; inactive = mostly below about 76%; also: some results filed as inactive read as strong as hits
SIAH1 antagonists: blockers of Siah-1 interaction with plectin peptide – biochemical, fluorescence polarization, rhodamine-plectin, uHTS, primary screen (AID 1817); Siah-1 / rhodamine-plectin peptide fluorescence polarization; higher % means a stronger effect; displacement, % at 20 µM, or IC50 in µM where a hit was titrated; hit rate 0.02% among 290,000;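 active = displacement of at least 50% at 20 µM, with a fluorescence ratio check between 0.3 and a set limit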;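 also: plate controls were Siah plus tracer with DMSO for no effect and tracer alone without Siah for full effect; strong numbers were not always called active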
Myeloid diff MLP GFP+ MAC1+ %: further read-out of Myeloid diff MLP, marked with its call; GFP+ MAC1+ double positive, %; measured here: differentiation confirmed by MAC1 staining
* hit, by the source's call; i = inactive; ? = inconclusive; nt = not tested or not shown; [ ] = dose if it differs, or a comment. Rule as the data show it, unless noted: active = inhibition above about 50%; inactive = the rest.

SMILES	NOD1 inhibition	NOD2 inhibition	LYP phosphatase	KOR beta-arrestin-1	Salmonella PhoP GFP	Myeloid diff MLP	Myeloid diff MLP GFP+ MAC1+ %	KOR beta-arrestin-2	HIV fusion peptide	SIAH1 antagonists
Cc1cc(C)n(CCNC(=O)c2cc(COc3ccc(F)cc3Cl)on2)n1	-44%	9%	-1%	-3.2%	-6%	i	0.6	11%	0.4%	-2%
CC(C)c1ccc([N+](=O)[O-])cc1S(=O)(=O)N1CCN(C)CC1	2%	17%	-5%	2.8%	4%	i	0.2	-38%[20 µM]	1.3%	3%
COc1cccc(/C=N/n2c(-c3cc(C)[nH]n3)n[nH]c2=S)c1O	1%	19%	0%	-5.3%	4%	i	0.3	-12%	2.6%	9%
Cc1sc2ncn(CC(=O)N3CCOCC3)c(=O)c2c1-c1ccccc1	-19%	-2%	-4%	1.3%	6%	?	nt	-16%	0.2%	2%
CC(=O)c1sc(-c2ccccc2)nc1C	4%	16%	7%	0.8%	-4%	i	0.8	-14%	0.0%	-3%
C/C(=N\NC(=O)c1c(Br)c(C)nn1C)c1ccc(NC(=O)C(C)Oc2ccc(Cl)cc2C)cc1 (stereo not given)	18%	16%	-2%	26%	12%	i	0.6	-34%	-1.8%	3%
CC1=CC(C)(C)N(C(=O)CNC2CCCC2)c2cc(C)ccc21	22%	-2%	-10%	nt	-10%	i	0.9	-24%[20 µM]	0.0%	6%
COC(=O)c1c(-c2ccccc2)csc1NC(=O)C1CC=CCC1C(=O)O (stereo not given)	-22%	-10%	-3%	-2.8%	-1%	i	0.3	24%	3.8%	11%
CCc1ccc(C2C(C#N)=C(N)Oc3n[nH]c(CC(=O)OC)c32)cc1 (stereo not given)	-8%	12%	-2%	-0.2%	-6%	i	0.3	-20%	1.9%	-1%
CCN(CC)c1ccc2cc(S(=O)(=O)c3ccc(C)cc3)c(=O)oc2c1	23%	-18%	12%	2.6%	-74%	i	0.3	-7%	151%	0%
CSc1cccc(NC(=O)N2CCN(C)CC2)c1	-12%	9%	0%	-0.6%	2%	i	0.3	35%	-1.0%	-2%
CCOc1ccc(CN=C(N)N=C(N)N)cc1Cl	13%	14%	-8%	4.3%	-4%	i	1.8	-16%	-0.2%	0%
COc1ccccc1OCCCC(=O)NC(C)c1ccccc1 (stereo not given)	-14%	-4%	-7%	0.1%	-4%	i	0.5	-32%	-1.4%	-9%
Fc1ccc(Nc2nc3ccccc3s2)cc1	-65%	-123%	-5%	-3.6%	-8%	i	0.2	-2%	-1.5%	-1%
CCOC(=O)c1[nH]ncc1CN1CCCC(C(=O)c2cccc3ccccc23)C1 (stereo not given)	-11%	10%	-3%	nt	15%	i	0.5	-21%[20 µM]	-0.1%	-3%
O=C(O)CCCN1C(=O)/C(=C\c2ccccc2OCc2ccccc2)SC1=S	26%	38%	2%	-2.7%	3%	i	1.1	-5%	64%	4%
O=C(CCC(=O)N(CC(=O)NC1CCCCC1)c1ccccc1F)Nc1nccs1	-28%	-11%	-4%	-1.6%	5%	i	0.4	16%	-1.5%	6%
CCCc1cc(=O)[nH]c(SCC(=O)Nc2sc3c(c2C#N)CCCC3)n1	-15%	10%	0%	-4.1%	-1%	i	6.4	24%	12%	2%
Cc1ccc(OCC(=O)N/N=C/c2cccnc2)cc1	-17%	6%	-5%	-0.5%	2%	i	0.8	-3%	-0.7%	5%
COC(=O)c1cc(S(=O)(=O)Nc2c(C)cccc2C)cn1C	-21%	2%	-4%	-2.1%	nt	i	1.5	-28%[20 µM]	1.1%	-1%
Cc1nc2c(-c3ccc(F)cc3)c(C)nn2c(C)c1CCC(=O)NCCN1CCOCC1	-7%	-4%	-6%	7.5%	10%	i	2.4	-9%	-3.0%	1%
COc1ccccc1/C=C/C(=O)OCC(=O)Nc1ccccc1Sc1ccccc1	-4%	19%	1%	-0.2%	10%	i	0.2	5%	-3.9%	0%
Cc1cccc(CCNC(=O)C2CCN(S(=O)(=O)c3c(C)noc3C)CC2)c1	-2%	8%	-9%	-5.2%	-1%	i	7.0	13%	-1.3%	1%
CN(C)c1cccc(C(=O)OCC(=O)NC2CCCC2)c1	-10%	-4%	-5%	-2.4%	-4%	i	2.0	-22%	-2.0%	-1%
CCOC(=O)c1c(C)[nH]c(C(=O)COC(=O)COc2ccc(OC)cc2)c1C	-19%	-5%	-7%	0.3%	1%	i	0.3	30%	0.9%	13%
CC1CC(=O)Nc2ccccc2N1S(=O)(=O)c1ccc(Cl)cc1 (stereo not given)	-4%	15%	-7%	-3.1%	-11%	i	1.0	-4%	0.6%	-2%
CCC(C)c1ccc(S(=O)(=O)Nc2cccnc2)cc1 (stereo not given)	8%	27%	-10%	-0.9%	4%	i	0.3	24%	0.2%	1%
CN(C)C1(CNC(=O)Nc2ccccc2)CCCCC1	-38%	-7%	-8%	0.5%	-3%	i	0.4	-15%	0.1%	-4%
O=C(C1CCN(C2CC(=O)N(c3cccc(Cl)c3)C2=O)CC1)N1CCCC1 (stereo not given)	1%	-23%	-7%	6.0%	8%	i	0.5	-20%	0.1%	-1%
COc1ccc(NC(C)=O)cc1CNC(=O)CN1CCOCC1	-10%	-5%	-1%	-2.2%	-2%	i	1.0	6%	2.5%	-2%
CCCn1c(O)c(N=NC(=O)c2ccco2)c2ccccc21	5%	22%	-1%	3.8%	29%	i	0.5	-28%	-2.3%	13%
CCOc1ncccc1C(=O)NCc1ccc(OC)c(OC)c1	-15%	17%	-4%	-0.1%	-17%	i	0.1	29%	1.7%	8%
Cc1c(Cc2c(Cl)cccc2Cl)c(=O)ccn1C(C)c1ccccc1 (stereo not given)	-1%	21%	-4%	2.3%	13%	i	1.2	6%	0.0%	2%
CCOC(=O)C1(CCOc2ccccc2)CCN(Cc2cnc(C)s2)CC1	6%	-20%	-5%	2.2%	-6%	i	0.2	-3%	-1.1%	-4%
CCc1ccc(N2C(=O)CC(N3CCC(C(=O)OC)CC3)C2=O)cc1 (stereo not given)	-16%	12%	-8%	0.6%	-4%	i	0.5	-11%	-1.1%	-1%
CCOC(=O)c1nn(-c2ccc(C)cc2)c(C)c1C(C)=O	14%	0%	1%	5.9%	5%	i	0.6	-67%	-2.0%	-7%
COc1ccc(NC(=O)CN2CCN(c3ccc(F)cc3)CC2)cc1Cl	-24%	9%	-2%	-1.7%	-18%	i	1.0	-5%	-2.4%	3%
CCOC(=O)N1CCN(C(=O)c2ccc(-n3c(C)ccc3C)cc2)CC1	0%	8%	0%	-4.7%	8%	i	0.2	-17%	-1.2%	0%
Cc1nc2c(-c3ccccc3)cnn2c(N2CCOCC2)c1C	-10%	-185%	-4%	-3.4%	6%	i	0.4	-10%	-1.1%	72%
Cc1ccc(C(=O)Nc2nc(C(C)(C)C)cs2)s1	-29%	-63%	-3%	1.6%	2%	i	0.5	10%	-1.0%	3%

Rewritten with bars between the fields: two of the compounds above
Structure | NOD1 inhibition | NOD2 inhibition | LYP phosphatase | KOR beta-arrestin-1 | Salmonella PhoP GFP | Myeloid diff MLP | Myeloid diff MLP GFP+ MAC1+ % | KOR beta-arrestin-2 | HIV fusion peptide | SIAH1 antagonists
CCOc1ncccc1C(=O)NCc1ccc(OC)c(OC)c1 | -15% | 17% | -4% | -0.1% | -17% | i | 0.1 | 29% | 1.7% | 8%
Cc1c(Cc2c(Cl)cccc2Cl)c(=O)ccn1C(C)c1ccccc1 (stereo not given) | -1% | 21% | -4% | 2.3% | 13% | i | 1.2 | 6% | 0.0% | 2%

The results go on:
SMILES	NOD1 inhibition	NOD2 inhibition	LYP phosphatase	KOR beta-arrestin-1	Salmonella PhoP GFP	Myeloid diff MLP	Myeloid diff MLP GFP+ MAC1+ %	KOR beta-arrestin-2	HIV fusion peptide	SIAH1 antagonists
O=C(Nc1cccc(NC(=O)C2CCCO2)c1)c1ccco1 (stereo not given)	20%	5%	-6%	-5.0%	5%	i	0.4	-32%[20 µM]	-3.2%	3%
CCOC(=O)c1ccc(NC(=O)CSc2nc(N)c(NC(=O)c3ccc(Br)o3)c(=O)[nH]2)cc1	-26%	-5%	-9%	-4.4%	-3%	i	0.8	20%	0.4%	23%
O=C(O)C(Cc1ccccc1)N1C(=O)c2cccc3cccc(c23)C1=O (stereo not given)	-14%	0%	1%	0.7%	nt	i	0.3	-1%[20 µM]	1.7%	0%
Clc1ccc2c(NCc3ccccn3)ccnc2c1	12%	-3%	-13%	-7.7%	19%	i	0.5	-18%	0.8%	-6%
CCOC(=O)c1nnsc1N	-15%	7%	-7%	-0.6%	-4%	i	0.6	26%	0.1%	1%
COc1ccc(OC)c(-c2nnc(-c3ccc(C)o3)o2)c1	-14%	7%	-7%	-3.3%	-2%	i	2.3	2%	1.3%	0%
Cc1c(CC(=O)O)c(=O)oc2c(C)c(OCc3ccccc3Br)ccc12	1%	10%	1%	-0.7%	-1%	i	0.7	3%	31%	1%
CC1CN(C(=O)c2ccccc2)c2ccccc2NC1=O (stereo not given)	-28%	6%	-7%	-5.6%	1%	i	0.3	10%	0.7%	7%
CCO[C@@H]1OC(C(=O)NCc2ccccc2)=C[C@H](c2coc3ccccc3c2=O)[C@H]1CCCO	-21%	5%	-7%	-2.7%	2%	i	1.2	20%	-0.8%	2%
CC(=O)C1C(c2ccccc2)c2c(n[nH]c2C)CC1(C)O (stereo not given)	-35%	3%	-4%	-0.7%	0%	i	1.3	-15%	1.5%	16%
COc1ccc(OC)c(Nc2nc(NCCO)c3ccccc3n2)c1	-36%	15%	-8%	-0.2%	4%	i	0.4	-37%[20 µM]	-0.7%	-5%
CCN(c1ccccc1)S(=O)(=O)c1ccc(N)cc1	-19%	5%	-5%	0.4%	1%	i	1.6	6%	-1.4%	-1%
O=C(CN1CC(c2ccccc2)CC1=O)OCc1cccc(Br)c1 (stereo not given)	-2%	-4%	-9%	-6.6%	-5%	i	0.8	11%	-0.2%	6%
CC1(c2ccc([N+](=O)[O-])cc2)NC(=O)NC1=O (stereo not given)	16%	0%	-11%	-4.2%	-2%	i	0.6	3%	-0.1%	-3%
CC1=C(C(=O)OCC2CCCO2)C(c2coc3ccccc3c2=O)C2=C(CC(C)(C)CC2=O)N1 (stereo not given)	-5%	17%	-9%	-9.8%	-2%	i	0.3	13%	1.9%	11%
O=C(c1c(F)cccc1Cl)N1CCN(c2ccccn2)CC1	4%	10%	-9%	-1.4%	-8%	i	1.4	-30%	2.4%	2%
O=C(CCC(=O)Nc1ccccc1)NNS(=O)(=O)c1ccccc1[N+](=O)[O-]	-33%	14%	-4%	-0.4%	5%	i	0.5	-10%	-2.3%	6%
COc1ccc(-c2cc(-c3ccccc3)nc(N3CCCC3)n2)cc1OC	0%	5%	3%	1.5%	4%	i	0.7	-7%	1.0%	0%
CCCOc1ccccc1/C=N/Nc1ccnc(=O)[nH]1	-10%	10%	-2%	-3.9%	7%	i	0.7	-14%	-1.4%	2%
CC(=O)c1ccc(N2CCN(S(=O)(=O)c3ccc(-c4cc(C)no4)s3)CC2)cc1	9%	-23%	-10%	5.0%	-9%	i	1.3	-25%	-1.1%	-1%
O=C(c1cc(COc2ccc(F)cc2F)on1)N1C[C@H]2CC[C@H]1C2	-50%	-16%	-7%	2.9%	9%	?	nt	-2%	-0.5%	-3%

A portion of the library; the hit share may differ from the screen's.
